KCNK3 block – human KCNK3 channel inhibitors, primary screen, CHO cells, FluxOR thallium flux, B-score; Potassium channel subfamily K member 3 (Homo sapiens), O14649; FluxOR fluorescence; stronger effect = lower value; B-score at 10 µM; hit rate 0.84% among 340,000;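 active = B-score under library mean minus 4 SD, starting fluorescence ratio at most library mean plus 5 SD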;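 note: more negative B-score means stronger inhibition of thallium flux through KCNK3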
KCNK9 block – KCNK9 potassium channel inhibitors, primary screen, HEK293 cells, thallium flux. Potassium channel subfamily K member 9 (Homo sapiens), Q9NPC2. B-score at 10 µM. hit rate 1.2% among 310,000. FluxOR thallium flux fluorescence; stronger effect = lower value;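 active = ratio B-score over 3 SD below the library mean, with starting fluorescence within 5 SD of its mean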;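 note: negative B-score means less thallium flux so channel inhibition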
Target sequence (Q9NPC2 whole entry, looked up): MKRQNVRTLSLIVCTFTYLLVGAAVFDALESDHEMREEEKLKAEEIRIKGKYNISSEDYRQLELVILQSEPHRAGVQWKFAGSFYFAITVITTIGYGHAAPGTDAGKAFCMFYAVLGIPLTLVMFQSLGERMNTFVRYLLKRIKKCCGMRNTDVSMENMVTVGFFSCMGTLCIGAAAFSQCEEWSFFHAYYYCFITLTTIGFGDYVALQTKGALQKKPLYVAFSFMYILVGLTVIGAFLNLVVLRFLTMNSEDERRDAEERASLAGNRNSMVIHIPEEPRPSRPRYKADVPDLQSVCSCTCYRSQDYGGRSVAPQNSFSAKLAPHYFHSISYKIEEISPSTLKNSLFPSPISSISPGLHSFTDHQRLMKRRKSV
HDAC3 inhib – HDAC3 deacetylase inhibitors, primary screen, biochemical, fluorescence, cell-free homogeneous; inhibition, % at 8.3 µM; hit rate 0.15% among 320,000; Histone deacetylase 3 (Homo sapiens), O15379; recombinant HDAC3, fluorogenic peptide/trypsin coupled; AID 2718, 2010; in the data active = inhibition above about 26%, passing the limit was not always enough; inconclusive = no clear call, values can overlap the other calls
Target sequence (O15379 whole entry, looked up): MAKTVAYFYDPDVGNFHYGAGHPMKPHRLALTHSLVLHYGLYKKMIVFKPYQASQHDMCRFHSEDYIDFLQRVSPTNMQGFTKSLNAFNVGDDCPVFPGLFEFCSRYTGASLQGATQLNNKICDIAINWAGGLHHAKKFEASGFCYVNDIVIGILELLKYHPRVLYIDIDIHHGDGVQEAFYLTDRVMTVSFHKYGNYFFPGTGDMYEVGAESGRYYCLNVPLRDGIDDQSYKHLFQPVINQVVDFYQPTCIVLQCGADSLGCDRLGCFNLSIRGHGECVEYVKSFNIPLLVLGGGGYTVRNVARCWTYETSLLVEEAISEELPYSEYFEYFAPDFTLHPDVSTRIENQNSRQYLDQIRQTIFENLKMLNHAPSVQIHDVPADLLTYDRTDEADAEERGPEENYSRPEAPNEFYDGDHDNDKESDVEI
ANO1 block – TMEM16A chloride channel inhibitors, primary screen, cell-based, HTS; Anoctamin-1 (Mus musculus), Q8BHY3; HEK293 TMEM16A/YFP iodide influx fluorescence, ionomycin; normalized B-score (activity score, 25-100; higher = stronger inhibition) at 10 µM; hit rate 1.2% among 310,000; AID 588511, 2011;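 active = ratio plate-corrected score three or more library SD toward inhibition, starting fluorescence score within five deviations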;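 note: score derived from kinetic fluorescence span divided by baseline fluorescence per well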
TRPC4 agonist – activators of mouse TRPC4 channel, primary screen, Fluo4 calcium, HEK293 TRPC4beta/mu-opioid cells. Fluo4 calcium fluorescence; stronger effect = higher value. B-score at 10 µM. Short transient receptor potential channel 4 (Mus musculus), Q9QUQ5. hit rate 0.49% among 310,000. AID 2237, 2010;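 active = B-score above 5 SD of library B-scores, and initial fluorescence ratio not above library mean plus 5 SD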;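 note: positive B-score marks a calcium rise read as TRPC4 activation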
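Assay system – TRPC4beta and mu-opioid receptor HEK293 stable cells · Measured by – Fluo4 fluorescence, kinetic · Schedule – dye loading 45 min room temperature, 110 s kinetic read · Read-out – B-scored integrated calcium fluorescence ratio · Controls – buffer and maximal DAMGO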
KCNQ1 inh – inhibitors of human KCNQ1 channel, primary screen, cell-based, thallium flux, high-throughput; Potassium voltage-gated channel subfamily KQT member 1 (Homo sapiens), P51787; CHO-K1 KCNQ1, FluxOR thallium flux fluorescence; stronger effect = higher value; B-score at 10 µM; hit rate 1.3% among 310,000; AID 2642, 2010;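 active = compounds whose thallium flux B-score, printed positive for inhibition, exceeds three library SD while starting fluorescence stays within three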;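 note: channel opened by potassium depolarization with thallium stimulus after 20 min compound exposure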
ANO1 activ – TMEM16A chloride channel activators or potentiators, primary screen, cell-based, HTS; Anoctamin-1 (Mus musculus), Q8BHY3; HEK293 TMEM16A/YFP-H148Q/I152L, iodide quench fluorescence; stronger effect = lower value; B-score at 10 µM; hit rate 0.3% among 340,000; AID 623877, 2012;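 active = fluorescence-ratio B-score plate-corrected deviation score at least 3 library SD below zero, with starting fluorescence score within 5 deviations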;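 note: channel opened by trigger with iodide after compound preincubation; score built on the fluorescence ratio of max minus min over baseline; more negative score means more quench and so TMEM16A activation or potentiation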
TRPC4 potent – positive allosteric modulators of TRPC4, primary screen, cell-based, mouse TRPC4beta, HEK293 mu-opioid, Fluo-4 calcium; AID 2227, 2009; B-score at 10 µM; hit rate 0.42% among 310,000; Short transient receptor potential channel 4 (Mus musculus), Q9QUQ5; DAMGO EC20, Fluo-4 Ca2+ flux; stronger effect = higher value;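 active = B-score of calcium response area above 5 SD of library B-scores, with initial fluorescence ratio within 5 SD of library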;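 note: B-score of integrated fluorescence ratio over time as area under calcium response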
hERG protect – hERG rescue from dofetilide block, primary screen, cell-based, CHO-hERG, FluxOR thallium flux, dofetilide IC70. Voltage-gated inwardly rectifying potassium channel KCNH2 (Homo sapiens), Q12809. dofetilide IC70 present. activation (rescue from dofetilide block), less the hit threshold, % at 10 µM. hit rate 0.51% among 310,000. AID 1511, 2009;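 active = activation above the mean of controls blocked by dofetilide plus 5 SD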;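 note: thallium influx through hERG after potassium depolarization seen as dye fluorescence rise; in these data hits start at about 4.7%; inactives centre near -7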
DYRK1A inh – rat Dyrk1A kinase inhibitors, primary screen, biochemical, single point, plate reader. inhibition, % at 12.5 µM. Dual specificity tyrosine-phosphorylation-regulated kinase 1A (Rattus norvegicus), Q63470. hit rate 0.43% among 310,000. ADP-Glo luminescence, NFATc1 peptide; in the data active = inhibition above about 50%;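 note: plate controls were vehicle with enzyme for no effect and no enzyme for full effect; many of its hits are not listed in these tables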
KCNQ1 pot – potentiators or activators of KCNQ1 channel, primary screen, cell-based, thallium flux, high-throughput; CHO-K1 KCNQ1, thallium flux FluxOR fluorescence; stronger effect = higher value; B-score at 10 µM; hit rate 0.35% among 310,000;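 active = fluorescence ratio B-score, a plate-corrected score, at least three library SD, with initial intensity B-score within 5 SD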
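Material: CHO-K1 cells stably expressing KCNQ1. Medium: assay buffer for compound exposure, DMSO matched across wells. Reagent: K+/Tl+ depolarizing stimulus. Compound dosing: single-concentration screen. Times: 37 °C overnight plating, 90-min dark dye load, 20-min compound pretreatment. Technique: FluxOR Tl+ flux fluorescence.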
Active calls of the source: *; i = inactive; ? = inconclusive; . = no result given. Only part of the results is shown; the hit share may differ from the screen's.

The opening two records (preview)
Results follow in this order: KCNK3 block, KCNK9 block, HDAC3 inhib, ANO1 block, TRPC4 agonist, KCNQ1 inh, ANO1 activ, TRPC4 potent, hERG protect, DYRK1A inh, KCNQ1 pot
> CC(C)c1ccc(N=C(N)N=C(N)N)cc1
→ i, i, 4, i, i, i, i, i, -7, -3, i
> Cc1ccc(C)c(S(=O)(=O)N2CCN(CC(=O)NC(=O)NCc3ccccc3)CC2)c1
→ i, i, 6, i, i, i, i, i, -12, -5, i

Main list, previewed entries included:
Results follow in this order: KCNK3 block, KCNK9 block, HDAC3 inhib, ANO1 block, TRPC4 agonist, KCNQ1 inh, ANO1 activ, TRPC4 potent, hERG protect, DYRK1A inh, KCNQ1 pot
> CC(C)c1ccc(N=C(N)N=C(N)N)cc1
→ i, i, 4, i, i, i, i, i, -7, -3, i
> Cc1ccc(C)c(S(=O)(=O)N2CCN(CC(=O)NC(=O)NCc3ccccc3)CC2)c1
→ i, i, 6, i, i, i, i, i, -12, -5, i
> COc1ccccc1C(=O)NCCOc1ccc(C)c(C)c1
→ i, i, -4, i, i, i, i, i, -8, -6, i
> O=C1C2CC=C(Cl)CC2C(=O)N1CCC[n+]1ccccc1 (configuration not stated)
→ i, i, 0, i, i, i, i, i, -8, -4, i
> COc1ccccc1NC(=O)C1=C(C)Nc2nc(-c3ccc(N(C)C)cc3)nn2C1c1ccncc1 (configuration not stated)
→ i, ., -1, i, ., ., i, ., ., 1, .
> COC(=O)c1ccc(C(=O)Nc2ccc(C(C)C)cc2N)cc1
→ i, i, -1, i, i, i, i, i, -10, -5, i
> CC(C)(C)C(=O)O/N=C(\N)c1c(Cl)cccc1Cl
→ i, i, 10, i, i, i, i, i, 0, 1, i
> CCc1nc(Nc2cccc(F)c2)c2oc3ccccc3c2n1
→ i, i, 6, i, i, i, i, i, -3, 1, i
> COc1ccc(OC)c(NC(=O)COc2ccc(S(=O)(=O)N3CCCC3)cc2)c1
→ i, i, 8, i, i, i, i, i, -8, -3, i
> CCC1CC(/C(C)=N/NC(N)=O)OC1=O (configuration not stated)
→ i, i, 6, i, i, i, i, i, -7, -5, i
> COc1cc(C2NC(=O)NC(O)(C(F)(F)F)C2C(=O)c2cccs2)ccc1O (configuration not stated)
→ i, i, ?, i, i, i, i, i, -11, -3, i
> O=C(/C=C/c1ccc(OCc2ccccc2)c(OCc2ccccc2)c1)c1cccnc1
→ i, i, 6, i, i, i, i, i, -8, -5, i
> CC1(C)CC(=O)c2sc(NC(=O)Cc3cccs3)nc2C1
→ i, i, 0, i, i, i, i, i, -2, 10, i
> CCc1c(C(=O)NNC(=S)NCCc2ccccc2)csc1C
→ i, i, 6, i, i, i, i, i, -8, -7, i
> Cc1ccc(OCC(=O)NC2CC(C)(C)NC(C)(C)C2)c(C)c1
→ i, i, -5, i, i, i, i, i, -8, 1, i
> O=C(NCCNC(=O)c1ccc(Br)o1)c1ccc(Br)o1
→ i, i, 0, i, i, i, i, i, -6, 8, i
> CCC(=O)Nc1ccc(NC(=O)c2cccc3ccccc23)cc1
→ i, i, -3, i, i, i, i, i, -8, -6, i
> Cc1ccc(/C=C/C2=NN(Cc3ccc(Cl)c(Cl)c3)C(=O)CC2)cc1
→ i, i, -11, i, i, i, i, i, -5, 4, i
> Cc1cccc(NC(=O)CCc2ccccc2)c1
→ i, i, 4, i, i, i, i, i, -18, 0, i
> COC(=O)c1oc2ccc(Br)cc2c1NC(C)=O
→ i, i, ., i, i, i, i, i, -14, 2, i
> C=CCNC(=O)NC(=O)COn1nnc2ccc(S(=O)(=O)N(C)C)cc21
→ i, i, -5, i, i, i, i, i, -7, -4, i
> COc1ccc2[nH]c(C(=O)N(Cc3ccccn3)Cc3ccccn3)cc2c1
→ i, i, -1, i, i, i, i, i, -4, -1, i
> CS(=O)(=O)N(CC(=O)Nc1ccccc1C(=O)N1CCCC1)c1ccccc1Br
→ i, i, 0, i, i, i, i, i, -9, 1, i
> CC(=O)c1ccc(NC(=O)CSc2nc(=O)cc(N)n2-c2ccccc2)cc1
→ i, i, 7, i, i, i, i, i, -13, ., i
> Cc1ccc(NC(=O)C2C3C=CC(O3)C2C(=O)O)cc1C (configuration not stated)
→ i, i, -1, i, i, i, i, i, -1, -3, i
> Cc1cc(NC(=O)c2ccccc2O)nc(C)n1
→ i, i, -1, i, i, i, i, i, -7, 0, i
> NC1=NC(=O)C(Cc2ccc(Br)cc2)S1 (configuration not stated)
→ i, i, -11, i, i, i, i, i, -6, 1, i
> O=C(NCCCN1CCN(c2ccccc2)CC1)Nc1ccccc1C(F)(F)F
→ i, i, -2, i, i, i, i, i, -9, 7, i
> CCc1cc2c(=O)c(-c3nc(C)cs3)coc2cc1OC(C)C(=O)NCCO (configuration not stated)
→ i, i, -1, i, i, i, i, i, -9, 0, i
> CC(=O)c1cccc(NC(=O)c2ccc(C)o2)c1
→ i, i, -4, i, i, i, i, i, -17, 5, i
> Cc1ccc(S(=O)(=O)/C(C#N)=C/c2c(N3CC(C)OC(C)C3)nc3c(C)cccn3c2=O)cc1 (configuration not stated)
→ i, i, 11, i, i, i, i, i, -11, -2, i
> Cc1cc(NC(=O)CSc2nnnn2-c2ccc(F)cc2)no1
→ i, i, 4, i, i, i, i, i, -6, -4, i
> COCCn1c(CN2CCN(C(c3ccccc3)c3ccccc3)CC2)nc2c1c(=O)n(C)c(=O)n2C
→ i, i, ., ., i, i, i, i, -8, -3, i
> Cc1nc2ccccc2c(=O)n1NC(=O)/C=C/c1ccccc1
→ i, i, -1, i, i, i, i, i, -11, 0, i
> Fc1ccc(CNc2cnccn2)cc1
→ i, i, -4, i, i, i, i, i, -3, 2, i
> O=C(NCc1ccncc1)NC12CC3CC(CC(C3)C1)C2
→ i, i, 7, i, i, i, i, i, -13, -4, i
> CCOc1cc(N2CCOCC2)c(OCC)cc1NC(=O)CSc1ncccn1
→ i, i, 6, i, i, i, i, i, -8, -2, i
> Cc1csc(Nc2ccccc2)[n+]1-c1ccccc1
→ i, i, 3, i, i, i, i, i, -11, ., i
> COc1ccc(N2CCN(C(=O)CCc3nnc4ccc(N5CCOCC5)nn34)CC2)cc1
→ i, i, 0, i, i, i, i, i, -5, -1, i
> Cc1ccc(/C=C/C(=O)O)cc1S(=O)(=O)NC1CCS(=O)(=O)C1 (configuration not stated)
→ i, i, 9, i, i, i, i, i, -2, -2, i
> Cc1ccc(Cl)cc1NC(=O)CCNC(=O)N1CC(=O)Nc2ccccc21
→ i, i, -5, i, i, i, i, i, -5, 0, i
> COc1cccc(N2CC(C(=O)Nc3nnc(SCC(=O)NCc4ccco4)s3)CC2=O)c1 (configuration not stated)
→ i, i, 1, i, i, i, i, i, -9, 0, i
> O=C(Cn1cnc2c(oc3ccccc32)c1=O)N1CCCC1
→ i, i, -12, i, i, i, i, i, -10, 6, i
> CC(=O)NCc1ccc(-c2nc3ccccc3s2)cc1
→ i, i, 2, i, i, i, i, i, -15, 1, i
> O=C1CC(C(=O)Nc2cccc(F)c2)n2ncnc2N1 (configuration not stated)
→ i, i, -6, i, i, i, i, i, -6, 1, i
> CCCOc1cccc(-c2cc(C(=O)N/N=C/c3cccnc3)c3ccccc3n2)c1
→ i, i, 3, 25*, i, 9*, i, i, -30, 3, i
> Cc1occc1C(=O)NCc1ccc(C(=O)O)o1
→ i, i, 4, i, i, i, i, i, -12, -1, i
> O=C(CCc1ccccc1)NNC(=O)COc1ccccc1
→ i, i, -3, i, i, i, i, i, -7, 5, i
> Cc1ccc(C(=O)COC(=O)C2CC3CCCC(C2)C3=O)cc1[N+](=O)[O-] (configuration not stated)
→ i, i, 0, i, i, i, i, i, -9, 1, i
> CCOCCCN(C(=O)Cn1nnc(-c2ccc(C)o2)n1)C(C(=O)NC1CCCC1)c1ccco1 (configuration not stated)
→ i, i, 5, i, i, i, i, i, -10, 0, i
> CCCN1CCC(=O)N(CCSc2ccccc2)CC1
→ i, i, -6, i, i, i, i, i, 2, -31, i
> COc1ccccc1N1CCN(C(=O)Cc2ccc(Cl)cc2)CC1
→ i, i, -1, i, i, i, i, i, -8, 12, i
> CNC(=O)c1sccc1SCc1ccc(Cl)cc1Cl
→ i, i, -6, i, i, i, i, i, -13, 12, i
> O=C(CSc1nc2ccccc2c(=O)n1CCCN1CCOCC1)N1CCN(c2ccccc2)CC1
→ i, i, -1, i, i, i, i, i, -8, -2, i
> O=C(/C=C/c1ccco1)NC(=S)Nc1ccc(O)c(-c2nc3ccccc3s2)c1
→ i, i, 1, i, i, i, i, i, -2, 2, i
> O=C(O)c1ccc(NC(=S)NC(=O)c2cccnc2)cc1
→ i, i, -2, i, i, i, i, i, -11, 14, i
> CC(C)CN(C(=O)COC(=O)c1ccccc1SCC(=O)NC1CCCCCC1)C1CCS(=O)(=O)C1 (configuration not stated)
→ i, i, 2, i, i, i, i, i, -2, -7, i
> c1ccc2[nH]c(Cn3nnc4ccccc43)nc2c1
→ i, i, -3, i, i, i, i, i, -5, 5, i
> Nc1nc(-c2cccs2)c(NC(=O)c2ccccc2)s1
→ i, i, 3, i, i, i, i, i, -8, -3, i

From PubChem BioAssay
